From PubChem BioAssay
GPR151 activ – activators of human GPR151, primary screen, cell-based, PathHunter beta-arrestin, luminescence; G-protein coupled receptor 151 (Homo sapiens), Q8TDV0; PathHunter beta-arrestin GPR151 cells; activation, % at 11.2 µM; 650,000 compounds, 1% hits; in the data active = activation above about 4.9%;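 also: 0% = median of compound wells and 100% = cells with positive control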
TEAD-YAP block – TEAD-YAP interaction inhibition, primary screen, TEAD-YAP interaction inhibitor project, luminescence, HEK-TIYL cells. inhibition, % at 9.12 µM. TEAD-Gal4/YAP UAS-luciferase luminescence. AID 1259422, 2018. 640,000 compounds, 1.4% hits; in the data active = inhibition above about 32%;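 also: 0% = median of test compound wells and 100% = reference inhibitor wells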
FBW7 activator – FBW7 E3 ligase activators, primary screen, biochemical, AlphaScreen, human | F-box/WD repeat-containing protein 7 (Homo sapiens), Q969H0 | AlphaScreen FBW7–phospho-cyclin E peptide binding, activator screen | normalized activity (activation), % at 26.1 µM | 650,000 compounds, 0.13% hits | AID 1259310, 2017; in the data active = normalized activity above about 1.9%;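 also: purified mutant Fbw7 with reduced substrate affinity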
Target sequence (Q969H0 whole entry, looked up): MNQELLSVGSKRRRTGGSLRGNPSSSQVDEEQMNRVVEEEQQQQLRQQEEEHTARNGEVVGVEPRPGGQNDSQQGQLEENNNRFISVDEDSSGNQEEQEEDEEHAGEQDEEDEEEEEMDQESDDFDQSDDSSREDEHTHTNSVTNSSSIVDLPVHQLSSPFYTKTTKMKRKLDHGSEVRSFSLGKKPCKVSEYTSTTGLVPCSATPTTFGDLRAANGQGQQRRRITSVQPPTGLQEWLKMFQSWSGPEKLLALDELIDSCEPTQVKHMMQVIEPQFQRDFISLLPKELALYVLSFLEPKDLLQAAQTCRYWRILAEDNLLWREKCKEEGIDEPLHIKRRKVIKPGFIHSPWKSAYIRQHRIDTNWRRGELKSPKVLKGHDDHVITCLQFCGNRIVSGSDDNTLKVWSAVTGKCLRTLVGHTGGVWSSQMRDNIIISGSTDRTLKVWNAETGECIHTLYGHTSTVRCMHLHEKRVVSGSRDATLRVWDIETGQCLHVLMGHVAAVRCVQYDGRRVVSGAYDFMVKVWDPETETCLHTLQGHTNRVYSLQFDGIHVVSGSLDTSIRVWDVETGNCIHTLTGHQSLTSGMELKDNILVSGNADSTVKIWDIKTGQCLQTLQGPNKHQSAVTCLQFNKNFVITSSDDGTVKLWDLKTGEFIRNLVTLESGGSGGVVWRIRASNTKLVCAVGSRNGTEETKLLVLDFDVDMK
MITF primary – MITF inhibitors, primary screen, biochemical, AlphaScreen, human | AID 1259374, 2018 | AlphaScreen MITF homodimerization, bead proximity signal | inhibition, % at 2.6 µM | Microphthalmia-associated transcription factor (Homo sapiens), O75030 | 650,000 compounds, 0.91% hits; in the data active = inhibition above about 50%;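 also: 0% = vehicle wells with protein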
Starred values were filed as active, the others as inactive; / = not tested or not shown.

Every second line gives: GPR151 activ, TEAD-YAP block, FBW7 activator, MITF primary
O=C(CCS(=O)(=O)c1ccc(Br)cc1)NC12CC3CC(CC(C3)C1)C2
→ -0.3, 3, -0.1, 1
CCN(CCCNC(=O)CCCCCn1c(=S)[nH]c2cc3c(cc2c1=O)OCO3)c1cccc(C)c1
→ 2.0, 1, 0.2, -5
CCOC(=O)N1CCN(C(=O)c2c[nH]c3ccc(S(=O)(=O)N(C)c4cc(C)ccc4C)cc3c2=O)CC1
→ 1.5, -11, 0.2, 6
COc1cc(/C=C2/C(=N)N3N=C(C(C)C)SC3=NC2=O)ccc1OCCOc1ccc(C)c(C)c1
→ 0.2, 4, -0.1, 8
CC(C)C(NC(=O)C12CC3CC(CC(C3)C1)C2)C(=O)O (stereo not given)
→ -1.1, -5, 0.0, -4
C=C(C)Cn1c(=O)c2c(nc3n(-c4cc(Cl)ccc4C)c(C)cn23)n(C)c1=O
→ 2.1, -12, -0.8, 4
CC(NC(=O)c1ccc(F)cc1)C(=O)NC1=NCCS1 (stereo not given)
→ 1.7, 6, 0.7, 6
CCN(CC)/C(=N/S(=O)(=O)c1ccc(C)cc1)c1ccc(Cl)cc1
→ -0.2, 6, 0.0, 6
CCOc1ccc(NC(=O)CSc2nc3ccsc3c(=O)n2CC)cc1
→ -1.4, 3, 0.3, 11
O=C(NNc1ncnc2ccccc12)c1ccccc1F
→ -4.5, -6, 0.7, 16
COc1ccccc1-c1cc2nc(C)c(CCC(=O)Nc3ccccc3C(N)=O)c(C)n2n1
→ -0.4, 12, 0.8, 15
CC(=O)Nc1ccc(/C=C2\CCc3ccccc3C2=O)cc1
→ 0.4, 70*, -0.1, 6
O=C1/C(=C/c2ccco2)SC(=S)N1c1cccc(O)c1
→ -1.1, -11, 0.1, 25
CC(=O)Nc1ccc(N2C(=O)c3cc(Cl)c(Cl)cc3C2=O)cc1
→ -1.1, -8, -0.1, 1
O=C(CNC(=O)c1ccc(Br)o1)OCC(=O)c1cccc([N+](=O)[O-])c1
→ -0.8, 7, 0.0, -9
O=C(O)/C=C/c1ccc(OC(F)F)cc1
→ 0.2, 15, 0.0, 3
CCc1c(C(=O)N/N=C/c2ccc(O)cc2)nnn1-c1nonc1N
→ -0.7, 6, 0.8, 14
CCn1nc(C(=O)Nc2nc(-c3cc4ccccc4o3)cs2)cc1C
→ -1.7, -5, -0.1, -13
COc1ccc(C(c2nnnn2C(C)(C)C)N2CCN(c3ccccc3)CC2)cc1 (stereo not given)
→ -3.5, -5, 0.3, 5
O=C(c1cc2ccccn2n1)N1CCN(Cc2ccccc2)CC1
→ -0.5, -10, 0.1, 3
CC(C)C1N=C2c3ccccc3N=C(SCC(=O)NCCc3ccc(S(N)(=O)=O)cc3)N2C1=O (stereo not given)
→ -2.6, 19, 0.3, 9
COc1ccc(C(=O)NC(CCSC)C(=O)N2CCN(c3ncccn3)CC2)cc1 (stereo not given)
→ 1.2, 8, 0.3, -1
O=C(NCC1CCCO1)c1cn(-c2ccc(Cl)cc2)c(=O)c2ccccc12 (stereo not given)
→ 1.0, 5, 0.0, 7
CN1CCN(CC(O)Cn2c3ccccc3c3ccccc32)CC1 (stereo not given)
→ 0.8, 0, -0.1, 50
COCCNC(=O)/C(C#N)=C/c1ccc(OCC(=O)Nc2cccc(Cl)c2)cc1
→ 2.0, -21, -0.2, -10
CCCc1[nH]nc2c1C1(CCN(C(=O)OCC)CC1)C(C#N)=C(N)O2
→ 0.9, -11, -0.1, -7
CCOc1cc(/C=C2\N=C(c3ccc(Cl)cc3)OC2=O)cc(Br)c1OC(C)=O
→ 0.6, 8, 0.0, 1
Cc1ccc(CN2CC34C=CC(O3)C(C(=O)NC(C)c3ccccc3)C4C2=O)cc1 (stereo not given)
→ 1.1, 13, 0.0, -4
COc1cccc(COc2cn(C)c(C(=O)NCc3cccnc3)cc2=O)c1
→ 0.2, 0, -0.1, 1
COc1ccc(-n2nc3c(c2NC(=O)c2ccc(C)c(C)c2)CSC3)cc1
→ -0.5, -14, 0.0, 7

A second format for part of the listing above:
canonical_smiles: COc1ccc(C(=O)NC(CCSC)C(=O)N2CCN(c3ncccn3)CC2)cc1 (stereo not given)
  GPR151 activ: 1.2; TEAD-YAP block: 8; FBW7 activator: 0.3; MITF primary: -1

canonical_smiles: O=C(NCC1CCCO1)c1cn(-c2ccc(Cl)cc2)c(=O)c2ccccc12 (stereo not given)
  GPR151 activ: 1.0; TEAD-YAP block: 5; FBW7 activator: 0.0; MITF primary: 7

canonical_smiles: CN1CCN(CC(O)Cn2c3ccccc3c3ccccc32)CC1 (stereo not given)
  GPR151 activ: 0.8; TEAD-YAP block: 0; FBW7 activator: -0.1; MITF primary: 50

canonical_smiles: COCCNC(=O)/C(C#N)=C/c1ccc(OCC(=O)Nc2cccc(Cl)c2)cc1
  GPR151 activ: 2.0; TEAD-YAP block: -21; FBW7 activator: -0.2; MITF primary: -10

Back to the main list, starting 3 compounds before the break.
Every second line gives: GPR151 activ, TEAD-YAP block, FBW7 activator, MITF primary
Cc1ccc(CN2CC34C=CC(O3)C(C(=O)NC(C)c3ccccc3)C4C2=O)cc1 (stereo not given)
→ 1.1, 13, 0.0, -4
COc1cccc(COc2cn(C)c(C(=O)NCc3cccnc3)cc2=O)c1
→ 0.2, 0, -0.1, 1
COc1ccc(-n2nc3c(c2NC(=O)c2ccc(C)c(C)c2)CSC3)cc1
→ -0.5, -14, 0.0, 7
O=C(Nc1ccc(Cc2ccc(NC(=O)N3CCCCC3)cc2)cc1)N1CCCCC1
→ -0.4, -13, 0.2, -4
CCC(C)N1C(=O)S/C(=C/c2ccc(C)s2)C1=O (stereo not given)
→ -0.7, -42, 0.0, 8
CC(=O)Nc1nnc(SCC(=O)NC(C)(C)C)s1
→ -1.1, 8, -0.1, -4
O=C(CSc1nc2ccccc2c(=O)n1CCCC(=O)N1CCN(c2ccccc2)CC1)Nc1ccccc1Cl
→ 1.8, 21, 0.0, -1
CCC(C)(C)C(=O)N1CCN(c2ccccc2)CC1
→ 0.4, 6, -0.1, 1
COc1ccc(OC)c(-n2c(=S)sc3c(=O)n(-c4ccccc4C)c(SCC4OCCO4)nc32)c1
→ 0.7, 15, -0.2, 9
CCCCCC(=O)/C=C/[C@@H]1[C@@H](C/C=C\CCCC(=O)O)[C@@H](O)C[C@H]1O
→ 5.5*, /, /, -2
Cc1cccc(C(=O)N2CCN3C(=O)[C@@H](Cc4ccc(O)cc4)NC(=O)[C@H]3C2)c1
→ -0.2, 7, 0.0, 10
C/C(=C/C(=O)ONC(=O)c1ccc(C)cc1)Nc1ccc(C)cc1[N+](=O)[O-]
→ -1.1, -8, 0.5, 11
O=C(Nc1cc(Cl)ccc1Cl)c1cc(S(=O)(=O)NC2CCCC2)ccc1F
→ 0.1, 12, 0.3, 9
COc1cccc(C(=O)N2CCN(S(=O)(=O)c3ccc([N+](=O)[O-])cc3)CC2)c1OC
→ 0.1, -1, -0.1, 5
COc1cc2c(cc1OC)CN(C(=O)c1ccccc1Br)CC2
→ 1.1, 9, -0.2, -2
CN(C)N1C(N)=C(C#N)C(c2ccccc2F)C2=C1CC(C)(C)CC2=O (stereo not given)
→ -0.4, 2, -0.1, 7
Cc1ccc(NC(=O)C2CC(Cl)=CCC2C(=O)O)c([N+](=O)[O-])c1 (stereo not given)
→ -0.5, 7, -0.1, 3
Cc1cc(/C=C(\C#N)c2ccccc2)c(C)n1-c1cccnc1
→ -0.7, -39, -0.3, 22
Cc1ccc(O)c(C(=O)CC(=O)c2cccs2)c1
→ -1.3, -36, -0.4, 2
COCCNC(=O)/C(C#N)=C/c1c(Oc2ccccc2F)nc2c(C)cccn2c1=O
→ 1.9, -3, -0.1, -5
Clc1ccccc1CSc1nc(NCCc2ccccc2)c2ccccc2n1
→ 0.0, 6, 0.7, 3
COc1cc2nc(-c3ccc(C)cc3)oc(=O)c2cc1OC
→ -0.1, 13, 0.0, -4
CC1=NN(C(=O)c2ccc(OCc3ccc(C)cc3)cc2)C(O)(C(F)(F)F)C1 (stereo not given)
→ 0.1, 9, 0.2, 19
O=C(O)CCC(=O)N1CCSC1c1ccc(Br)cc1 (stereo not given)
→ -0.4, 0, 0.1, -14
CC1CCCCC1NC(=O)C1CCCN(c2nnc(N3CCCC3=O)s2)C1 (stereo not given)
→ 1.1, -3, 0.0, -4
CCOC(=O)C1=C(C)NC(C)=C(C(=O)OCC)C1c1cc(-c2ccc(Cl)cc2)nn1-c1ccccc1
→ 0.2, -3, -0.4, -12
Cc1ccc(CN2CCOc3ccc(C(O)c4ccncc4)cc3C2)s1 (stereo not given)
→ -0.1, 11, -0.1, -3
COc1ccc(N2CCN(c3ccc(NC(=O)c4ccc(OC)c(OC)c4)cc3C#N)CC2)cc1
→ 1.9, -1, -0.1, 7
COc1ccccc1C(=O)Nc1ccc(-c2nnn(CC(=O)N3CCOCC3)n2)cc1
→ -0.6, -1, -0.2, -3
CCCCNC(=O)CCc1c(C)nc2ncnn2c1C
→ -0.8, 18, 0.6, 10
O=C(C1CC12CCN(C(=O)[C@@H]1C[C@@H]3C=C[C@H]1C3)CC2)N1CCN(Cc2ccccc2)CC1 (stereo not given in full)
→ 0.2, 8, 0.2, 7
Cc1cc(C)n(-c2ccc(F)cc2)c(=O)c1C#N
→ 2.5, -5, -0.2, 6
CN1C(=O)C(C)(C)c2cc(S(=O)(=O)N(C)CC(=O)Nc3ccc(F)cc3F)ccc21
→ 0.5, 1, 0.0, 19
O=C(/C=C/C=C(Cl)Cl)c1ccc2c(c1)OCO2
→ -0.2, 2, -0.1, -8
CS(=O)(=O)N(CC(=O)Nc1ccc2ccccc2c1)c1cccc(F)c1
→ 0.1, 4, -0.1, 2
COc1ccc(C(=O)NC2CCN(S(=O)(=O)Cc3ccccc3)CC2)c(OC)c1
→ 0.0, 1, -0.1, 1
COC(=O)c1cccc(NC(=O)/C(=C\c2ccc(OC)cc2)NC(=O)c2ccc(Br)cc2)c1
→ 1.9, 6, 0.4, -15
CCN(CC)c1ccc(SC(C(=O)OC)(C(F)(F)F)C(F)(F)F)cc1
→ 2.4, 13, -0.4, 4
CCC(NCc1c(C(=O)N2CCOCC2)nc2c(C)cccn12)c1ccc(F)cc1 (stereo not given)
→ -0.4, -1, -0.1, -1
O=C(CSc1nc2ccccc2nc1SCC(=O)N1CCCCC1)N1CCCCC1
→ 1.3, 7, 0.0, 14
Cc1ccc(C2=CSC3=NCCN23)cc1C
→ 1.3, 10, 0.0, -2
CCOC(=O)C1CCN(S(=O)(=O)c2cc(Br)ccc2OCC)CC1
→ 0.0, 0, 0.1, -7
CCCCNC(=O)c1cn(CC(C)C)c(=O)c2c1c1ccccc1n2C
→ 0.2, 1, 0.3, -6
Cc1cnc(Nc2ccccc2)nc1NCCO
→ -0.3, -3, 0.1, -7
CNS(=O)(=O)c1ccc2nc(NC(=O)C3CCCO3)sc2c1 (stereo not given)
→ 1.9, -9, -0.1, -1
CC(NCC(O)Cn1nnnc1-c1ccccc1)c1ccccc1 (stereo not given)
→ 0.3, -3, 0.1, -6
CCOC(=O)Cn1c(=O)c2c(nc3n(CC)c(C)cn23)n(C)c1=O
→ 3.2, 7, 0.6, 8
CCCCNC(=O)NNC(=O)CNc1ccc(F)cc1
→ -1.0, 5, 0.1, -18
C[C@H](O)[C@H]1NC(=O)[C@H]2CN(C(=O)c3cccs3)CCN2C1=O
→ 0.0, 4, -0.3, -23
CC(N)C(=O)Nc1ccccc1-c1ccccc1 (stereo not given)
→ -0.1, 2, 0.0, 7
CC1(C)CC(=O)C2=C(C1)OC(N)=C(C#N)C21C(=O)N(CCc2ccccc2)c2ccccc21 (stereo not given)
→ -0.7, 7, -0.1, -3
CC(C)Oc1ccc(-c2nc3s/c(=C4\C(=O)N(C)c5ccccc54)c(=O)n3n2)cc1
→ 0.0, 2, 0.1, 4
CC1(C)C2CC=C(/C=N/NC(=O)C(N)=O)C1C2 (stereo not given)
→ 0.7, -1, -0.1, 8
CC1=C(C(=O)OC2CCCCCCC2)C(c2cccc([N+](=O)[O-])c2)NC(=O)N1 (stereo not given)
→ -0.2, -5, 0.0, 7
COC(=O)c1cc(NS(=O)(=O)c2cccc([N+](=O)[O-])c2)ccc1Cl
→ 1.7, -3, 0.1, -4
Cc1ccc(Nc2nc3nonc3[nH]c2=O)cc1C
→ -2.0, -14, 0.0, 8
Cc1ccccc1SCC(=O)NNC(=O)CCN1CCN(c2ccccc2)CC1
→ 3.7, 15, 0.3, 7
CC(C)C(=O)NNC(=O)CCc1nc2ccccc2s1
→ 1.9, 0, -0.2, -3
CCOc1ccc(NS(=O)(=O)c2cc3c(cc2C)N(C)CCO3)cc1
→ 0.6, -6, 0.0, 8
C=CCOC(=O)C1=C(C)NC2=C(C(=O)CCC2)C1c1cccc(F)c1 (stereo not given)
→ -0.2, 7, -0.1, -7
O=C(CNc1n[nH]c(=O)[nH]c1=O)N/N=C/c1ccccc1
→ 8.1*, -1, 0.0, 1
